Keap1 Nrf2 FP: inhibitors of human Keap1-Nrf2 protein-protein interaction | Q14145 | Keap1 Kelch-Nrf2 peptide fluorescence polarization, 1536-well | inhibition, % at 9.4 µM | 340,000 tested, 0.15% active; in the data active = inhibition above about 12%;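 also: human Keap1 Kelch domain with fluorescein labeled Nrf2 9mer peptide probe; 0% = neutral control wells and 100% = peptide positive control; higher means more block of Keap1 binding to Nrf2 peptide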
DAGLB inh: blocks human DAGLB lipase activity | HEK293T DAGLB membrane lysate, EnzChek fluorogenic substrate | Q8NCG7 | inhibition, % at 5.17 µM | 340,000 tested, 0.059% active | AID 504411; in the data active = inhibition above about 34%;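 also: 0% = enzyme with vehicle and 100% = wells lacking enzyme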
Cardiac RTF inh: cardiac RTF calcium desensitization; P19429+P45379; IANBD-labeled cardiac RTF, Ca2+ fluorescence; inhibition, % at 7.15 µM; 340,000 tested, 0.12% active; AID 493244;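 active = inhibition above the mean inhibition of all tested compounds plus 3 SD, cut at about 17% in these data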;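 also: assay run at fixed EC70 calcium of 1.6 mM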
NSD2 HMT inh: NSD2 (human) methyltransferase inhibition. O96028. NSD2 peptide methylation, AlphaScreen, 120 min. inhibition, % at 12.5 µM. 310,000 tested, 0.54% active; in the data active = inhibition above about 50%
Target sequence (O96028 whole entry, looked up): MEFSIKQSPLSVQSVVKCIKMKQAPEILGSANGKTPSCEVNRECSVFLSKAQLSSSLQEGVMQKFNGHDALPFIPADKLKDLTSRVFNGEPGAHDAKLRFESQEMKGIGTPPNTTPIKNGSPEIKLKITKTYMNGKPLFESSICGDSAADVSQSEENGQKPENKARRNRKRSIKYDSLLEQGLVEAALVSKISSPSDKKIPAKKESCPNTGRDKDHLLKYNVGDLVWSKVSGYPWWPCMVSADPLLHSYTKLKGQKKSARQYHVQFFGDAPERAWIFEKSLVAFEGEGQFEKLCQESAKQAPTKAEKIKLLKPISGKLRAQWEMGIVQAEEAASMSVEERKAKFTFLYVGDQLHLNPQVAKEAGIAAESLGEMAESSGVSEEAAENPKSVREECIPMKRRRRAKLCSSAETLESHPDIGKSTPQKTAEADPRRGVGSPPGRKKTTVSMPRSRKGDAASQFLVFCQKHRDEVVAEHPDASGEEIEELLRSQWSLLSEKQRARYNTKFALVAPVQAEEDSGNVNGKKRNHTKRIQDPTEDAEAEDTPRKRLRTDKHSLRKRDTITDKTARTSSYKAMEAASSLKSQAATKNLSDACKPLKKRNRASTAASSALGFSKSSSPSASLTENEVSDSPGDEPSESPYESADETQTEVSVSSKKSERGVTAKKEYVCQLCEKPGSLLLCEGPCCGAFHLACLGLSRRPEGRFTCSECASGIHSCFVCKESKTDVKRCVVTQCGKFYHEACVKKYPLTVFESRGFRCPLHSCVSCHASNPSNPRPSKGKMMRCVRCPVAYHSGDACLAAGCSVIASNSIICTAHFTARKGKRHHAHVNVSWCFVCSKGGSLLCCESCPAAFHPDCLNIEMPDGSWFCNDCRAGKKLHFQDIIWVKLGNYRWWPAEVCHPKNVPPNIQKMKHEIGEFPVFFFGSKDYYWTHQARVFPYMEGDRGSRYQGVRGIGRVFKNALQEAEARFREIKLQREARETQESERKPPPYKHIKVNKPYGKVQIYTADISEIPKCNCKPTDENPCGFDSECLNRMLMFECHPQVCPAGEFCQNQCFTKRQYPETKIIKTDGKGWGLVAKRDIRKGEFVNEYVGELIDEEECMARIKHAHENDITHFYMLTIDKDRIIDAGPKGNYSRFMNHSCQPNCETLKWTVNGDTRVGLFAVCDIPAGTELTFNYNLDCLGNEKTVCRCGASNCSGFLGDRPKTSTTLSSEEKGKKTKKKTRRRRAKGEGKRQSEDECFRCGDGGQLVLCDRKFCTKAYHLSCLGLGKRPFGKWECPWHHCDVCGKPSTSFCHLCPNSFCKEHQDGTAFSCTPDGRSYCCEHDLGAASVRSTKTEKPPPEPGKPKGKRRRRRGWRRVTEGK
V-ATPase pHluor: alters yeast V-ATPase proton transport; 350,000 tested, 0.37% active; S. cerevisiae, pHLuorin cytosolic pH fluorescence; AID 504577; response, % at 10 µM; in the data active = response mostly above about 7.3%, no sharp cut-off; inactive = mostly below about 5.4%; also: actives read high; inactives centre near 0; some compounds called inactive have numbers as strong as hits
CAL PDZ FP-1: blocks peptide binding to human CAL PDZ domain | inhibition, % at 20 µM | purified CAL PDZ, TMR-peptide fluorescence polarization, 1 h | Q9HD26 | 330,000 tested, 0.02% active | AID 504414;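 active = highest replicate inhibition of at least 40%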;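 also: plate controls were DMSO neutral control wells for no effect and unlabeled competitor peptide control wells for full effect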
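material = purified tagged CAL PDZ domain construct (CerCALP) | buffer or medium = sodium phosphate/NaCl buffer pH 7.4 with TCEP, IgG, Thesit | reagent = TMR-labelled reporter peptide T*-PRC34 bound in PDZ groove | incubation = 1 h room-temperature incubation prior to read | measured by = fluorescence polarization (mP) | evaluation = percent inhibition from loss of millipolarization | control set = unlabelled peptide and DMSO controls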
CAL PDZ FP-2: inhibitors of human CAL PDZ peptide binding; Q9HD26; purified CAL PDZ, TMR-peptide fluorescence polarization, 1 h; inhibition, % at 24.9 µM; 300,000 tested, 0.92% active; AID 602252;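 active = mean inhibition of at least 30% with at least half of replicates also reaching 30%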;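 also: 0% = DMSO neutral control and 100% = excess unlabeled competitor peptide PRC23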
DSG3 Ab inh: inhibitors of pemphigus antibody binding to human desmoglein-3. P32926. DSG3-coupled beads, scFv-anti-DSG3-GFP binding, flow cytometry; active compounds read low. binding (percent of control), % at 10 µM. 310,000 tested, 0.48% active;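 active = binding more than 3 SD below its plate's average and above zero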;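 also: hits lower antibody fragment binding to DSG3; some compounds called inactive have numbers as strong as hits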
Arr AP2 block: blocks beta-arrestin peptide binding to AP2 adaptin; FITC-arrestin peptide / GST-AP2 beads, flow cytometry; AP2 beta2 appendage carries R879A mutation; 340,000 tested, 0.31% active; inhibition, % at 10 µM; AID 504490;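 active = inhibition above a set limit, near 3 SD of compounds lacking own fluorescence, cut at about 54% in these data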;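 also: plate controls were DMSO wells for no effect and 5 µM unlabelled arrestin peptide for full effect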
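Material – AP2 appendage R879A on GSH beads · Buffer or medium – PBS with 0.05% Tween 20 and 0.1% BSA · Probe or stimulus – fluorescein-tagged arrestin peptide at 50 nM final · Incubation – compound with beads 12 min RT, then probe 1 h RT · Detection – high-throughput flow cytometry of beads, ex 488, em 535 nm · Evaluation – percent response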
LANA DNA inh: inhibitors of KSHV LANA C-terminal domain DNA binding | inhibition, % at 9 µM | MBP-C-LANA/FAM-LBS DNA binding, fluorescence polarization | 340,000 tested, 0.078% active;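 active = highest replicate inhibition at or above 60% at 9 µM, even if other replicates fall short; inactive = all replicates below 60% inhibition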;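 also: 0% = neutral control wells and 100% = 4 µM acridine orange control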
Starred values were filed as active, the others as inactive; nt = not tested or not shown. Only part of the results is shown; rates above refer to the full screens.

Values run as follows: Cardiac RTF inh	CAL PDZ FP-1	Keap1 Nrf2 FP	V-ATPase pHluor	Arr AP2 block	LANA DNA inh	DSG3 Ab inh	CAL PDZ FP-2	NSD2 HMT inh	DAGLB inh
- Cc1c(C(=O)O)cnc2cc(-c3ccc(Cl)cc3)nn12
 : -6	1.3	-5	-4	1	0.9	100	0	nt	-1
- Cc1cc(C)c2c(CC(=O)NCc3ccco3)coc2c1
 : -3	-0.4	-1	4	-1	0.1	101	-1	0	-3
- Cc1cc(=O)oc(C)c1C(=O)NNC(=O)C1(C)CC1Br (stereo not given)
 : 2	1.3	1	-2	24	0.8	95	-3	-1	-7
- COc1ccccc1C1/C(=C(/O)c2ccc(Cl)cc2)C(=O)C(=O)N1CCN1CCOCC1 (stereo not given)
 : 3	0.1	-3	-2	0	0.1	nt	-6	2	-4
- O=C(O)c1cc2c(o1)CCC/C2=N\O
 : -1	-1.6	0	1	4	3.0	108	-4	-3	-2
- O=C(NCc1ccccc1)C1Nc2ccc(OC(F)(F)F)cc2C2C=CCC12 (stereo not given)
 : -3	0.8	-4	2	-14	0.9	99	6	nt	-6
- CNC(=S)NNC(=O)CCn1nc(C)c(Br)c1C
 : 1	nt	1	-3	5	0.9	101	-4	5	3
- CCc1ccc(NC(=O)N2CCN(c3ccccc3)CC2)cc1
 : -2	-1.2	-2	3	43	0.0	91	-2	0	-6
- CCCCOP(=O)(OCCCC)C1(NS(=O)(=O)c2ccccc2)C=CC(=O)c2ccccc21 (stereo not given)
 : -4	0.2	-3	-75	18	0.0	102	-1	2	4
- CCCn1c(N)c(N(CCOC)C(=O)c2ccccc2F)c(=O)[nH]c1=O
 : -15	0.6	-3	2	-9	-0.7	111	-3	-2	-2
- Cc1ccc(CNC(=O)COc2ccccc2-c2ccccc2)cc1
 : -14	0.0	-3	-2	-13	2.1	109	-1	-1	-14
- O=C(Nc1ccccc1)Nc1sccc1-c1nc2ccccc2s1
 : nt	-8.4	-3	0	23	1.7	95	-6	1	nt
- O=C(NCc1ccc(Cl)cc1)c1ccc(CSc2nc3ccncc3[nH]2)cc1
 : -14	-2.6	-2	1	2	-1.2	96	-3	0	3
- CCCCOc1ccccc1NC(=O)CC1Nc2ccccc2NC1=O (stereo not given)
 : -8	-2.9	0	-3	2	-0.5	92	3	nt	10
- COc1ccc(-c2n[nH]c(C)c2-c2cc(OC)ccc2O)cc1
 : 0	-2.2	-1	1	8	0.3	98	-11	nt	1
- Cc1cc(Oc2cnn(C(C)(C)C)c(=O)c2Cl)cc(C(C)C)c1
 : 2	-0.8	-9	0	2	-2.6	102	-3	-5	-7
- CCCCN(CC)C(=O)c1ccc(-c2ccccc2)cc1
 : 9	-1.2	3	-2	-6	0.4	105	-2	4	-7
- Cc1ccc(CC(=O)N(C)CC(=O)N(CC(C)C)c2c(N)n(CC(C)C)c(=O)[nH]c2=O)cc1C
 : -2	-2.4	-1	0	-4	0.7	103	0	0	2
- Cc1ccc(NC(=S)N/N=C2\CC(C)(C)Oc3ccc(O)cc32)cc1
 : -5	-1.9	1	0	-1	0.1	89	-1	nt	2
- O=C(COC(=O)Cc1ccsc1)Nc1ccc(Br)cc1F
 : 5	-1.0	-1	-1	-4	-1.9	98	-5	-1	-8
- COc1ccc(N2CCN(c3oc(-c4ccccc4OC)nc3C#N)CC2)cc1
 : -4	-1.9	-3	7	-4	0.5	99	nt	10	-1
- C=CCn1cnc2c(c1=O)c1nc3ccccc3nc1n2/N=C/c1ccccn1
 : -5	-9.4	-4	3	0	-1.7	104	nt	0	1
- CCn1c(=O)c2ccccc2n(Cc2ccccc2C)c1=O
 : -2	-1.8	-3	-1	4	-2.1	96	-3	-2	-1
- CCc1nnc(NC(=O)CCC(=O)NCCc2ccc(OC)c(OC)c2)s1
 : -6	-0.5	-2	-1	-1	1.1	nt	1	-1	-1
- O=C(O)CCCCCN1C(=O)C(=O)/C(=C(/O)c2ccccc2)C1c1ccccc1 (stereo not given)
 : -4	-1.0	-2	2	7	-0.7	nt	-1	0	1
- CCN1C(=O)N[C@@H](c2ccccc2)[C@H](C(C)=O)[C@H]1C
 : 3	-0.1	-2	-5	5	0.0	98	-2	nt	2
- N#CCn1c(C2CCCCC2)nc2ccccc2c1=O
 : -3	-0.5	1	2	-3	1.7	103	-3	nt	1
- O=C(Nc1ccccc1)/C(=C\c1ccc(F)cc1)NC(=O)c1ccco1
 : -3	-1.8	-1	-2	5	0.0	98	-3	-7	3
- Cc1c(NC(=O)CCCCCN2C(=O)c3ccccc3C2=O)c(=O)n(-c2ccccc2)n1C
 : 0	-2.8	5	-3	-5	0.3	120	2	-3	-1
- CCOc1ccc(/C=N/NC(=O)C2CC2)cc1OC
 : 6	-3.0	-3	1	4	-2.5	108	0	-1	-3
- NC(=O)CSC1=Nc2ccccc2C2=NC(CCC(=O)NCc3ccc(F)cc3)C(=O)N12 (stereo not given)
 : -5	-2.3	-2	2	39	0.2	97	-3	5	1
- CCCCOc1cccc(C(=O)Nc2ccc(NC(=O)c3cccs3)cc2)c1
 : -3	-1.6	-5	3	-11	0.7	85	4	-1	1
- COc1ccc(Cl)cc1NC(=O)CN1C(=O)C(=O)N(C2CCCC2)C1=O
 : nt	nt	nt	0	nt	nt	107	nt	0	-4
- Cc1ccc(NC(=S)NCCc2ccccc2)c(C)c1
 : 3	-1.2	3	0	1	0.6	nt	-4	9	-7
- O=Cc1cccc2ccc3cccc(C(=O)O)c3c12
 : -12	1.3	-1	2	3	3.0	100	4	-1	-1
- OC(c1ccccc1)(c1ccc(F)cc1)C(c1ccccc1)N1CCOCC1 (stereo not given)
 : -9	-0.5	-4	3	-3	0.6	109	-1	-6	-7
- Brc1ccc(-c2nnc3sc(CN4CCc5ccccc5C4)cn23)cc1
 : 0	-2.7	3	-3	-5	1.3	88	-4	nt	-1
- O=c1oc(-c2ccccc2NS(=O)(=O)c2ccc(Cl)cc2)nc2ccccc12
 : 7	-0.3	-7	-2	2	11	119	-5	1	6
- CC1CC(C)CN(CCCNC(=O)c2csc3c2CCCC3)C1 (stereo not given)
 : -1	-1.9	-1	-3	11	0.5	nt	nt	7	-1
- Cc1cc(C)c(NS(=O)(=O)c2ccc3c(c2)NC(=O)C(C)C(=O)N3)c(C)c1 (stereo not given)
 : 2	-1.2	-3	0	-2	0.4	96	-4	nt	1
- CCCSc1nsc(SCCC)c1C(N)=O
 : -4	-2.1	-2	2	-10	-0.8	104	1	0	-3
- COc1cccc(CNC(=O)c2ccc(N3CCOCC3)c([N+](=O)[O-])c2)c1
 : -31	-1.4	-3	4	18	-0.7	118	-1	7	2
- Cc1ccc(C)c(N(C)S(=O)(=O)c2cccc3nsnc23)c1
 : -9	-0.9	2	1	-6	3.2	105	-2	nt	-3
- COCCN(C(=O)COC(=O)CCc1nc2ccccc2s1)c1c(N)n(Cc2ccccc2)c(=O)[nH]c1=O
 : -2	-2.2	3	0	37	-1.4	102	-4	nt	-1
- Cc1cccc(OCC(=O)OCC(=O)Nc2ccc(Cl)cn2)c1
 : -11	-1.3	-2	-2	-13	0.0	105	75*	0	-5
- Cc1ccc(N2C(=S)NC3c4ccccc4OC2(C)C3C(=O)N(C)C)cc1 (stereo not given)
 : -2	-3.9	2	2	0	-1.8	104	-3	-2	1
- COc1ccc(-c2csc(NC(=O)c3ccc(OCC(=O)N4CCOCC4)c(OC)c3)n2)cc1OC
 : 4	-2.2	-5	1	-6	-1.3	106	4	1	0
- CC(=O)C1=C(C)NC(=O)NC1c1ccccc1OCC(=O)NCCc1ccccc1 (stereo not given)
 : -2	-2.0	-3	-3	2	-2.9	103	-8	-3	-1
- COc1ccc(-n2c(=S)[nH]c3cc(C(=O)Nc4ccc(OC)c(OC)c4)ccc3c2=O)cc1
 : -4	-1.3	1	-2	3	2.1	96	-5	4	20
- Nc1c(C(=O)NCC2CCCO2)sc(=S)n1-c1ccccc1 (stereo not given)
 : -1	-1.0	0	4	-4	-4.1	107	-1	1	3
- CCN(CC)C(NC(=O)Cc1ccccc1)C(Cl)(Cl)Cl (stereo not given)
 : -6	-0.2	-6	0	28	0.8	109	-4	-1	-1
- COc1ccc(NC(=O)CSc2nnc(Cc3cccn3C)n2CCc2ccccc2)c(OC)c1
 : -2	-2.3	-2	-3	-2	-1.0	98	nt	0	-1
- Cc1cccc(-c2nnc(SCC#N)n2-c2ccccc2)c1
 : -19	-0.1	-3	-2	-2	-1.1	105	-1	1	-1
- CCN(CC)CCNC(=O)C(=O)Nc1cc2c3c(c1)CCN3C(=O)CC2
 : -4	-2.0	-3	-2	3	0.3	78	12	12	1
- N#CC1(C#N)CC(C=O)=C(N)C1(C#N)CC(=O)C12CC3CC(CC(C3)C1)C2 (stereo not given)
 : -23	-0.3	-8	1	-17	0.3	98	1	10	9
- CCC(Oc1ccccc1)C(=O)N1CCN(c2ccccn2)CC1 (stereo not given)
 : 4	-0.2	-5	6	29	0.8	104	1	-4	-1
- Cn1c(SCc2nn[nH]n2)nc2c1c(=O)n(Cc1ccccc1Cl)c(=O)n2C
 : -5	-1.7	-5	4	2	-0.9	96	nt	-3	1

High-throughput results as filed in PubChem.
